3CLpro inhibitor: SARS-CoV 3CLpro protease inhibitors, primary screen, biochemical, quenched FRET. recombinant SARS-CoV 3CLpro, quenched FRET peptide cleavage. inhibition, % at 6 µM. 290,000 tested, 0.14% active; in the data active = inhibition above about 12%
PrPC surface inh: inhibitors of human cell surface prion protein PrPC, primary screen, cell-based, TR-FRET; TR-FRET read-out; Major prion protein (Homo sapiens), P04156; 370,000 tested, 0.43% active; inhibition, % at 13.8 µM; AID 720596, 2013; in the data active = inhibition above about 24%; note: 0% = median of the test wells and 100% = reference compound wells
BoNT F protease: BoNT/F light chain protease inhibitors, primary screen, biochemical, flow cytometry, MLPCN library; Botulinum neurotoxin type F light chain protease (Clostridium botulinum); Multiplex microsphere protease cleavage assay; inhibition, % at 10 µM; 360,000 tested, 0.22% active; AID 588497, 2011; in the data active = inhibition above about 35%, passing the limit was not always enough; inconclusive = no clear call, values can overlap the other calls; note: plate controls were buffer without enzyme for full effect and enzyme alone for no effect
BoNT A protease: BoNT/A light chain protease inhibitors, primary screen, biochemical, flow cytometry, MLPCN library | 360,000 tested, 0.17% active | inhibition, % at 10 µM | AID 588499, 2011 | multiplex microsphere protease substrate cleavage | Botulinum neurotoxin type A light chain protease (Clostridium botulinum A str. ATCC 3502); note: plate controls were buffer without enzyme for full effect and enzyme alone for no effect
PriA SSB inh: inhibitors of Klebsiella pneumoniae PriA binding to SSB C-terminal tail, primary screen, biochemical, AlphaScreen; AlphaScreen SSBct-PriA binding, biotinylated peptide; PriA–SSB C-terminal tail interaction (Klebsiella pneumoniae); inhibition, % at 33 µM; 430,000 tested, 0.6% active; in the data active = inhibition mostly above about 37%, no sharp cut-off; inactive = mostly below about 20%;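 note: plate controls were negative control peptide for no effect and reference peptide for full effect; strong numbers were not always called active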
VHR inh abs: VHR1 phosphatase inhibitors, primary screen, biochemical, absorbance, uHTS; Dual specificity protein phosphatase 3 (Homo sapiens), P51452; recombinant VHR phosphatase, pNPP absorbance; inhibition, % at 13.3 µM; 290,000 tested, 0.52% active; AID 1654, 2009; in the data active = inhibition above about 50%; note: some compounds called inactive have numbers as strong as hits
Rv3671c protease: Rv3671c serine protease inhibitors, primary screen, biochemical, fluorescence polarization, M. tuberculosis H37Rv. P9WHR9. inhibition, % at 5.96 µM. 320,000 tested, 0.048% active. AID 2606, 2010; in the data active = inhibition above about 38%;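 note: extracellular domain of Rv3671c used as enzyme; 0% = enzyme with DMSO and 100% = no enzyme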
MazF activator: activators of E. coli MazEF toxin-antitoxin RNase, primary screen, biochemical, fluorescence, uHTS. FAM/BHQ RNA-DNA oligo cleavage fluorescence, 5 h. Endoribonuclease toxin MazF (Escherichia coli (strain K12)), P0AE70. AID 504720, 2011. activation, % at 20 µM. 350,000 tested, 0.32% active; in the data active = activation above about 50%
Target sequence (P0AE70 whole entry, looked up): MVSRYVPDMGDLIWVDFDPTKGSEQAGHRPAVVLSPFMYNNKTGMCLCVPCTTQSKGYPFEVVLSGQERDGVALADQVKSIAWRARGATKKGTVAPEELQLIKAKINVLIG
Anthrax LF prot: Bacillus anthracis LF protease inhibitors, primary screen, biochemical, multiplex microsphere, MLPCN library; multiplex microsphere protease cleavage assay; inhibition, % at 10 µM; 360,000 tested, 0.12% active; AID 588501, 2011; note: plate controls were buffer without enzyme for full effect and enzyme alone for no effect
Target sequence (P15917 whole entry, looked up): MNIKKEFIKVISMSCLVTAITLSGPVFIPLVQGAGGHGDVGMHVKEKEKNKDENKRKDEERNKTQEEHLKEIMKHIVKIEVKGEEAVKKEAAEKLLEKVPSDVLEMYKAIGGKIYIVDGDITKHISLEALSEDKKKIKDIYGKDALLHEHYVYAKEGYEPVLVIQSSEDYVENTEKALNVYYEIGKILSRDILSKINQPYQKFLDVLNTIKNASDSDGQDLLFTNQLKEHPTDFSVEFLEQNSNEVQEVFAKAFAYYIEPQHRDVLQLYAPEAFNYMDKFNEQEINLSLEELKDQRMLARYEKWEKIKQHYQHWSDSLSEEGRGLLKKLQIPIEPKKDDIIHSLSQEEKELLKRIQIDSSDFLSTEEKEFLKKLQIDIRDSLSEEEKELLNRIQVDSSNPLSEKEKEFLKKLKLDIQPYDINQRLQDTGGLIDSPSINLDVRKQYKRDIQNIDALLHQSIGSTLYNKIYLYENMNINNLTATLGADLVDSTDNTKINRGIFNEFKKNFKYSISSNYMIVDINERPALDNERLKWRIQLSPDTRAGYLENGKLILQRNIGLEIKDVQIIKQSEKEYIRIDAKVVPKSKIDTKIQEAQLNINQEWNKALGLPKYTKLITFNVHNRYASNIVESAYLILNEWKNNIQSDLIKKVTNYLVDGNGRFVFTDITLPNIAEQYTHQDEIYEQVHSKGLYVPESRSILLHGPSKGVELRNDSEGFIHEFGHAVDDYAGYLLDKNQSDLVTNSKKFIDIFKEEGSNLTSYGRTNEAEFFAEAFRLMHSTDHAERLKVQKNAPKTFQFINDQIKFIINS
CCHFV vOTU inh: CCHFV vOTU protease inhibitors, primary screen, biochemical, Pep-AMC substrate, fluorescence. Crimean-Congo hemorrhagic fever virus L polyprotein viral ovarian tumor (vOTU) protease …. inhibition, % at 11.5 µM. 370,000 tested, 0.55% active. AID 651958, 2012; in the data active = inhibition above about 30%; note: 0% = vehicle wells with enzyme and 100% = no enzyme wells
* hit, by the source's call; i = inactive; u = inconclusive; x = no result given. Cut-off read from the data, not from the text of the source, unless noted: active = inhibition above about 30%; inconclusive = no clear call, values can overlap the other calls; inactive = below that.

SMILES	3CLpro inhibitor	PrPC surface inh	BoNT F protease	BoNT A protease	PriA SSB inh	VHR inh abs	Rv3671c protease	MazF activator	Anthrax LF prot	CCHFV vOTU inh
O=C1CC(c2ccc(S(=O)(=O)NCc3ccncc3)cc2)CN1 (configuration not stated)	-5	1	-5	0.0	-18	13	-1	-1	-6	5
CCc1ccc(NC(=O)CC2S/C(=N/N=C3CCCCCC3)NC2=O)cc1 (configuration not stated)	8	6	0	0.3	x	0	x	-3	3	5
Nc1ccccc1C(=O)NCC1(c2ccccc2)CCCC1	-5	-5	19	1.4	-19	35	-11	6	-1	-7
O=C(c1ccc(Cl)cc1)C12CN3CN(CN(C3)C1)C2	-1	-6	-4	0.1	-12	9	4	3	-2	-6
Cc1ccccc1N1CCN(Cc2ccc(Br)o2)CC1	2	2	u	0.7	-18	20	x	-4	-30	-10
O=C(Cc1ccccc1)NCC(=O)N/N=C/c1cccnc1	4	1	u	u	i	12	-3	14	6	-14
O=C(NCCS(=O)CCNC(=O)C(F)(F)F)C(F)(F)F	0	-6	-1	-0.3	-2	-7	-3	3	0	0
COc1ccc(-c2cc(C(=O)Nc3c(C)n(C)n(-c4ccccc4)c3=O)no2)cc1OC	1	0	-18	-0.8	-12	18	7	-2	-2	3
O=C(NNc1cc(N2CCOCC2)nc(N2CCOCC2)n1)c1ccc([N+](=O)[O-])cc1	-2	-33	0	0.4	10	11	x	17	-5	7
CCCCCc1nnc(NC(=O)c2ccc(N3CCCC3=O)cc2)s1	x	4	2	1.5	-9	x	3	3	u	3
CCN(CC(=O)NC1CCCC1)S(=O)(=O)c1ccc(Br)cc1	4	6	-6	0.2	-12	23	3	-1	-18	-9
Cc1noc(C)c1S(=O)(=O)N1CCN(S(=O)(=O)c2ccccc2C#N)CC1	1	10	-2	-1.3	-7	14	8	8	0	-14
COc1ccc([N+](=O)[O-])cc1NC(=O)C(C)N1CCCC1 (configuration not stated)	0	-14	-17	-0.6	-6	10	4	7	-8	10
c1ccc(-c2nnsc2-c2nc3ccccc3[nH]2)cc1	3	-14	13	1.5	-4	18	x	11	-8	-10
CCN(C(=O)CN1CCN(Cc2ccccc2)CC1)c1c(N)n(Cc2ccccc2)c(=O)[nH]c1=O	4	-4	-2	-0.7	6	17	-11	5	-4	11
CC(OC(=O)c1ccc(-c2ccc(O)cc2)cc1)C(=O)NC1CCCCC1C (configuration not stated)	x	4	x	x	-6	x	3	0	x	16
Cc1nc(-c2cccc(CN(C)C(=O)Oc3ccc([N+](=O)[O-])cc3)c2)no1	x	-2	-5	-0.7	x	x	x	x	-10	-2
Cc1ccc(N2C(=O)CC(C3CCCO3)C2=O)cc1 (configuration not stated)	2	-4	-6	-0.5	0	-24	1	3	-2	-13
O=C(/C=C/c1c[nH]c2ccccc12)c1cccc2ccccc12	4	9	0	13	5	-8	-7	-13	8	21
C=CCNCCOc1c(C)cc(C)cc1Cl	3	3	-11	0.5	3	-11	4	3	0	7

A portion from the list above:
SMILES	3CLpro inhibitor	PrPC surface inh	BoNT F protease	BoNT A protease	PriA SSB inh	VHR inh abs	Rv3671c protease	MazF activator	Anthrax LF prot	CCHFV vOTU inh
Cc1nc(-c2cccc(CN(C)C(=O)Oc3ccc([N+](=O)[O-])cc3)c2)no1	x	-2	-5	-0.7	x	x	x	x	-10	-2
Cc1ccc(N2C(=O)CC(C3CCCO3)C2=O)cc1 (configuration not stated)	2	-4	-6	-0.5	0	-24	1	3	-2	-13
O=C(/C=C/c1c[nH]c2ccccc12)c1cccc2ccccc12	4	9	0	13	5	-8	-7	-13	8	21
C=CCNCCOc1c(C)cc(C)cc1Cl	3	3	-11	0.5	3	-11	4	3	0	7

Following part
SMILES	3CLpro inhibitor	PrPC surface inh	BoNT F protease	BoNT A protease	PriA SSB inh	VHR inh abs	Rv3671c protease	MazF activator	Anthrax LF prot	CCHFV vOTU inh
CCC(C)(C)NC(=O)CN(Cc1cccs1)C(=O)C(=O)Nc1ccc2c(c1)OCCO2	2	-1	-10	-1.8	-8	-1	-5	-14	-5	-4
CC(=O)Nc1ccc(S(=O)(=O)N2CCC(C(=O)N[C@@H](Cc3ccccc3)C(=O)O)CC2)cc1	3	-9	-19	-0.5	-6	10	7	4	-7	-5
Cc1ccc(NC(=O)CN(C)S(=O)(=O)c2ccc3c(c2)n(C)c(=O)c(=O)n3C)c(C)c1	-3	3	4	0.5	2	20	8	8	-2	-12
O=C(CSc1nnnn1C1CCCC1)NCc1cccs1	2	-6	-3	0.4	-10	-10	-4	-8	6	-2
COc1ccc(C/C(C)=N/NC(=S)Nc2ccc(Cl)cc2)cc1	-1	0	0	0.3	x	9	-7	-2	-6	6
Cc1ccc(S(=O)(=O)Nc2cccc(C(=O)N3CCOCC3)c2)cc1	6	8	0	-0.3	-7	22	-4	6	-1	-10
O=C(NCC(c1ccc(F)cc1)N1CCOCC1)c1ccc([N+](=O)[O-])o1 (configuration not stated)	x	-14	-17	0.0	-5	x	2	-4	-1	15
Cc1ccccc1N=C1SC(CC(=O)Nc2ccc3ccccc3c2)C(=O)N1Cc1ccccn1 (configuration not stated)	1	0	-6	0.1	-7	-4	-165	-8	-1	9
CC1CCCN(CCOc2ccc3ccccc3c2Br)C1 (configuration not stated)	1	7	3	-0.8	3	45	0	-1	-7	21
Cc1ccc(C(=O)c2cc([N+](=O)[O-])ccc2N2CCCCC2)cc1C	2	5	-3	6.1	12	5	-5	-8	4	7
CC1CCC(NC(=O)c2nc(Cn3ccc([N+](=O)[O-])n3)no2)CC1 (configuration not stated)	-3	-14	-4	-1.0	2	6	-7	6	-4	8
Cc1ccc(S(=O)(=O)N2CCCCC2)cc1NC(=O)CCOc1ccccc1	2	15	-6	0.1	-20	-9	-18	3	3	-5
CCCC(=O)Nc1ccc2c(c1)C(=O)NC2=O	-4	-4	-4	-0.4	-3	15	3	11	-4	-39
Cc1ccc(S(=O)(=O)C2C(=O)N(C)C3(C)CC2c2ccccc2O3)cc1 (configuration not stated)	-2	9	0	-0.7	-12	12	-9	-2	-2	8
Cc1cccc(C)c1C(OCCN(C)C)C1CCCCC1 (configuration not stated)	0	8	0	0.2	-9	0	1	5	-2	11
CCCOC1CCCN(C(=O)CCc2nnc(CCCCc3ccccc3)o2)C1 (configuration not stated)	2	13	-5	-1.0	-10	9	1	2	-6	4
Cc1c(N2C(=O)C3C4C=CC(C5CC45)C3C2=O)c(=O)n(-c2ccccc2)n1C (configuration not stated)	-2	4	u	u	-4	21	-1	5	-5	3
O=[N+]([O-])c1ccc(SCc2ccco2)cc1N1CCOCC1	3	-15	-6	0.0	27	10	6	2	-2	-1
Cc1cc(C)cc(C(=O)NC(CC(N)=O)c2ccc(N3CCCCCC3)c([N+](=O)[O-])c2)c1 (configuration not stated)	-3	2	6	0.3	20	21	-8	1	-3	10
O=C(CN(c1ccc(Br)cc1)S(=O)(=O)c1ccc(Cl)c([N+](=O)[O-])c1)NCCc1ccccc1	3	-3	-14	-0.9	9	3	-5	-11	-2	-7

Looked up one by one from the list above:
SMILES	3CLpro inhibitor	PrPC surface inh	BoNT F protease	BoNT A protease	PriA SSB inh	VHR inh abs	Rv3671c protease	MazF activator	Anthrax LF prot	CCHFV vOTU inh
COc1ccc(C/C(C)=N/NC(=S)Nc2ccc(Cl)cc2)cc1	-1	0	0	0.3	x	9	-7	-2	-6	6
CCCC(=O)Nc1ccc2c(c1)C(=O)NC2=O	-4	-4	-4	-0.4	-3	15	3	11	-4	-39
Cc1ccc(C(=O)c2cc([N+](=O)[O-])ccc2N2CCCCC2)cc1C	2	5	-3	6.1	12	5	-5	-8	4	7
O=C(CSc1nnnn1C1CCCC1)NCc1cccs1	2	-6	-3	0.4	-10	-10	-4	-8	6	-2

Given with two lines to a compound: 4 of the compounds above
The line under a structure holds: 3CLpro inhibitor, PrPC surface inh, BoNT F protease, BoNT A protease, PriA SSB inh, VHR inh abs, Rv3671c protease, MazF activator, Anthrax LF prot, CCHFV vOTU inh
COc1ccc(-c2cc(C(=O)Nc3c(C)n(C)n(-c4ccccc4)c3=O)no2)cc1OC
 : 1, 0, -18, -0.8, -12, 18, 7, -2, -2, 3
O=C(NNc1cc(N2CCOCC2)nc(N2CCOCC2)n1)c1ccc([N+](=O)[O-])cc1
 : -2, -33, 0, 0.4, 10, 11, x, 17, -5, 7
CCCCCc1nnc(NC(=O)c2ccc(N3CCCC3=O)cc2)s1
 : x, 4, 2, 1.5, -9, x, 3, 3, u, 3
CCN(CC(=O)NC1CCCC1)S(=O)(=O)c1ccc(Br)cc1
 : 4, 6, -6, 0.2, -12, 23, 3, -1, -18, -9

Remaining list, next part
SMILES	3CLpro inhibitor	PrPC surface inh	BoNT F protease	BoNT A protease	PriA SSB inh	VHR inh abs	Rv3671c protease	MazF activator	Anthrax LF prot	CCHFV vOTU inh
CC(C)(C)C(=O)Cn1c(NCCCl)nc2ccccc21	4	5	2	-0.5	-4	8	-7	3	-7	-1
CCOc1ccc(S(=O)(=O)N2CCC(C(=O)NCCN3CCOCC3)CC2)cc1C	2	5	-1	-3.1	-3	8	4	5	12	0
CCCc1cc(C(=O)NNC(=S)NCc2ccccc2)cs1	6	0	0	1.5	6	14	-4	-4	-6	4
CN(C)CCCNCCCNC(=O)/C(=N\O)c1ccccc1	5	-2	u	1.4	x	1	5	6	-5	-5
CC1(C)Cc2nc3oc4c(SCC(N)=O)ncnc4c3cc2CO1	-4	4	u	-3.9	-5	27	6	-7	-14	-9
O=C1CCCN1c1nccs1	0	3	2	-0.6	-1	7	6	-2	10	10
Cc1cc(C(=O)NCc2cccs2)n(-c2ccccc2)n1	-6	6	-3	-0.1	-2	38	0	9	-8	6
Cc1c(Cl)cccc1N(CC(=O)O)S(C)(=O)=O	-3	-4	-9	0.2	-1	18	2	-9	1	9
COc1cc(OC)cc(C(=O)Nn2cc(C(=O)N3CCN(C)CC3)c3ccccc3c2=O)c1	0	-1	6	0.3	-8	31	3	-5	15	22
FC(F)(F)c1cc(-c2cccs2)nc2cc(-c3cccs3)nn12	0	-1	-14	2.8	-5	-27	-3	-15	4	-1
CCOc1ccc(C(C(=O)NCC2CCCO2)N(Cc2cccc(OC)c2)C(=O)c2snc(C(N)=O)c2N)cc1 (configuration not stated)	4	6	-9	1.3	-19	26	-9	2	22	1
CCN(CC)CCCCCC(=O)Nc1ccccc1C(=O)Nc1ccccc1	-1	-6	u	-6.5	-2	44	-1	4	-12	-14
CN(CC(=O)Nc1c(Cl)cccc1Cl)C(=O)C1CCN(C(=O)Nc2ccccc2)CC1	x	-4	x	x	-3	x	0	0	x	-9
Cc1ccc(C(=O)O)cc1N=Nc1c(O)[nH]c(=O)[nH]c1=O	1	-15	-5	-0.7	-4	-6	-2	-30	-6	-1
CC(C)(C)c1nnc2sc(SCC(=O)c3cccs3)nn2c1=O	2	1	-4	0.7	3	39	-8	5	-1	12

Source: PubChem BioAssay (several laboratories)

Some of the compounds tested (hit frequency here may not be typical).
